Compound activity as filed in PubChem.
LMNA splice mod = LMNA splicing modulation; HeLa LMNA splicing GFP/RFP minigene ratio, 48 h; Potency, µM (doses to about 46.1 µM), for inactives: at the top dose ratio change, negative = inhibition, most hits filed as inhibitors; hit rate 0.01% among 200,000; AID 1487; active = well fitted inhibition curve with a large enough effect in the signal ratio, with a control signal flat, not every such curve was filed as active; inconclusive = small, poorly fitted or top-dose-only effect, or effect the other way, or a change in a side signal; the % refers to the signal ratio; note: % is set by controls: 0 for no effect and ±100 for the full control effect
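Read-out is the ratio of GFP to DsRed2 object intensity, acquired by 488 nm laser-scanning cytometry on HeLa lamin A-EGFP minigene reporter cells. Compound incubation 48 hrs at 37 °C in Opti-MEM with 2% FBS; DMSO 0.5% final.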
L3MBTL1 inh = inhibitors of human L3MBTL1; Q9Y468; hit rate 0.66% among 230,000; Potency, µM (highest dose often 57.1 µM), for the others: at the highest dose activity, negative = inhibition, most hits filed as inhibitors; AlphaScreen L3MBTL1–H3K9me1 peptide binding; note: % is set by controls: 0 for no effect and ±100 for the full control effect; nearly all actives have a fitted effect of over 60% in size
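First, the protein-peptide complex forms for 30 min at room temperature (L3MBTL1 50 nM, biotinylated H3K9me1 peptide 75 nM). Next, compounds are pin-transferred and incubated 30 min. Finally, AlphaScreen beads are added and read after 30 min.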
RECQ1 inh = RECQ1 (human) helicase inhibition; P46063; RECQ1 DNA unwinding, red fluorescence kinetic read; Potency, µM (top dose mostly 57.3 µM), without a hit: top-dose activity, negative = inhibition, most hits filed as inhibitors; hit rate 0.54% among 240,000;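 note: plate controls were vehicle for no effect and no enzyme for full effect; nearly all actives have a fitted effect of over 30% in size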
Target sequence (P46063 whole entry, looked up): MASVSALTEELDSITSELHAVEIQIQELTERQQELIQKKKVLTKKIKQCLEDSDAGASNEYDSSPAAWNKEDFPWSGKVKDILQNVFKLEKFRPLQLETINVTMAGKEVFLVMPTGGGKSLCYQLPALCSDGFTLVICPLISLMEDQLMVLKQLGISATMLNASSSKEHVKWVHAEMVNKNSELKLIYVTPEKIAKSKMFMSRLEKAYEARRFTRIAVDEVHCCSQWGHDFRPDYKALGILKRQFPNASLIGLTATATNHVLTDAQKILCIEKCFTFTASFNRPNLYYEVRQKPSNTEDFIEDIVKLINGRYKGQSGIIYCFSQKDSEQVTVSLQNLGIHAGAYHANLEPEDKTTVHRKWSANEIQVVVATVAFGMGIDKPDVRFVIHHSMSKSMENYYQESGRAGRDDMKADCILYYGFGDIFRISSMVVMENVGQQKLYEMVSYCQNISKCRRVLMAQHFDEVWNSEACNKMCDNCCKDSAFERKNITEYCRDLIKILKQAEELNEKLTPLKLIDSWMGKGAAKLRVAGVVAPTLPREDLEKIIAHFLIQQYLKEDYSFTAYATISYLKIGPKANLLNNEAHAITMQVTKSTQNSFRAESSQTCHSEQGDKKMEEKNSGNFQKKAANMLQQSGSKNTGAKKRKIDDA
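50 nM RECQ1T1 preincubated 15 min with compound in Tris pH 8.0 buffer with MgCl2, DTT, Tween-20 and 2.5 ug/ml poly(dI-dC); started with 200 nM TAMRA/BHQ-2 forked duplex and 2 mM ATP. Unwinding read as fluorescence (525/598 nm), two reads 2 h apart.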
KDM4E inh = JMJD2E (human) inhibition; Potency, µM (top dose mostly 57.1 µM), for inactives: at the top dose activity change, negative = inhibition, most hits filed as inhibitors; JMJD2E catalytic domain, FDH-coupled NADH fluorescence (FDH is formaldehyde dehydrogenase); hit rate 1.6% among 230,000; B2RXH2; active = well fitted inhibition curve with a large enough effect, not every such curve was filed as active; inconclusive = small, poorly fitted or top-dose-only effect, or another doubt; inactive = no such curve, though single readings can be large or run the other way;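 note: 0% = wells with enzyme and -100% = buffer wells without enzyme; nearly all actives have a fitted effect of over 50% in size; many of its hits are not listed in these tables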
Target sequence (B2RXH2 1-337 limits assumed): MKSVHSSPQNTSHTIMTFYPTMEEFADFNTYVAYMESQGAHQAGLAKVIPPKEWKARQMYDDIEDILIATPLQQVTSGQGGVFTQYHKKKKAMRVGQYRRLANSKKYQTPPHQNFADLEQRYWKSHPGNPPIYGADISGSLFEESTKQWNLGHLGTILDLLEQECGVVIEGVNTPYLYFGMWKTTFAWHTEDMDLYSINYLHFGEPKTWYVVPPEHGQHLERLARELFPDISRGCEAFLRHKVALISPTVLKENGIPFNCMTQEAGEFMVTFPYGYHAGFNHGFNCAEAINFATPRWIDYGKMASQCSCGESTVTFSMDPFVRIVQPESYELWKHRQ
Tau ThT inhib = inhibitors of human tau fibril formation, thioflavin T binding. P10636. recombinant tau K18 P301L (four-repeat tau fragment), heparin-induced fibrillization, ThT fluorescence. Potency, µM (highest dose often 57.4 µM), inactives show at the highest dose activity, negative = inhibition, most hits filed as inhibitors. hit rate 2.1% among 270,000. AID 1460; note: % is set by controls: 0 for no effect and ±100 for the full control effect; nearly all actives have a fitted effect of over 55% in size
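Heparin-induced (20 uM) aggregation of recombinant human K18 P301L tau, 15 uM unlabeled with 0.24 uM labeled, pH 7 acetate buffer, 6 hr at 37 C with compound. Fibrils quantified by 30 uM ThT fluorescence after 1 hr ambient incubation.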
ALDH1A1 inh = inhibitors of human aldehyde dehydrogenase 1A1; Potency, µM (doses to about 75.3 µM), without a hit: at the highest dose activity, negative = inhibition, actives largely listed as inhibitors; Purified ALDH1A1, NADH fluorescence, propionaldehyde substrate; hit rate 7.3% among 220,000; P00352; active = well fitted inhibition curve with a large enough effect, not every such curve was filed as active; inconclusive = small, poorly fitted or top-dose-only effect, or another doubt; inactive = no such curve, though single readings can be large or run the other way;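 note: plate controls were no enzyme wells and a reference inhibitor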
SMN2 splice enh = enhancers of SMN2 splice variant expression; HEK293 SMN2-luciferase splicing reporter, luminescence, 30-36 h; Potency, µM (highest dose often 46.1 µM), without a hit: top-dose activity change, positive = activation, hits mostly activators; AID 1458; hit rate 2.8% among 210,000; note: % of control where 0% means no effect; nearly all actives have a fitted effect of over 55% in size
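qHTS luciferase splicing reporter: luminescence rises when SMN2 exon 7 is included in transfected HEK293 cells. Compound exposure lasted 30-36 h at 37C, with 4.5 mM final sodium butyrate as control, followed by a ONE-Glo read.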
Luc counter = Kinase-Glo luciferase inhibition (counter-screen) | Kinase-Glo luciferase, ATP luminescence, 8 min | Potency, µM (doses to about 38.3 µM), inactives show at the highest dose activity change, negative = inhibition, hits mostly inhibitors | AID 1379 | hit rate 0.28% among 200,000; note: % is set by controls: 0 for no effect and ±100 for the full control effect; nearly all actives have a fitted effect of over 60% in size
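Substrate mix (final 50 mM imidazole pH 7.2, 50 mM KCl, 7 mM MgCl2, 10 uM ATP, 0.01% Tween 20, 0.05% BSA) plus pin-tool compound, then Kinase-Glo detection mix; 8 min ambient, luminescence read.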
Starred values were filed as active, the others as inactive; i = inactive; ? = inconclusive; / = not tested or not shown; [ ] = remark or other dose. Unless noted, calls come from the whole dose curve; as a rule, active = well fitted curve in the direction sought with a large enough effect; inconclusive = small, poorly fitted or top-dose-only effect, or another doubt; inactive = no such curve, though single readings can be large; an effect the other way counts as inactive or inconclusive. Potency is the fitted concentration of half-maximal effect. The list is partial; count on the stated rates, not on these rows.

SMILES	LMNA splice mod	L3MBTL1 inh	RECQ1 inh	KDM4E inh	Tau ThT inhib	ALDH1A1 inh	SMN2 splice enh	Luc counter
CCOC(=O)C1(Cc2ccccc2)CCCN(Cc2ccc(OCCO)cc2)C1 (stereo not given)	/	-12.0%	i	-4.5%	3.1%	-8.3%	/	-3.0%
O=C(O)C1CC(c2ccc(F)cc2)=NO1 (stereo not given)	6.6%	/	-24.4%	-26.2%	-4.0%	-2.7%	-16.3%	17.9%
Cc1ccc2c(c1)C(=O)OC1(O)C3C4C=CC(C4)C3C(=O)N21 (stereo not given)	/	3.9%	7.4%	1.4%	-3.3%	/	/	/
CCOc1ccc(N2C(=O)CN(C)C2=S)cc1	7.5%	-8.7%	-4.4%	8.1%	0.7%	4.5%	0.8%	1.1%
O=C(/C=C/c1cccc(Br)c1)Nc1nn[nH]n1	/	6.4%	i	4.2%	-2.1%	/	/	/
Cc1ccc(NC(=S)N2CCN(CCN3C(=O)c4cccc5cccc(c45)C3=O)CC2)cc1	12.8%	-3.0%	i	4.7%	1.6%	9.5%	6.9%	4.6%
O=C(NC1CCCC1)C1CCCN1C(=O)Nc1ccccc1Cl (stereo not given)	6.3%	/	i	4.8%	-6.9%	-2.5%	5.9%	-4.1%
CC(C)c1nnc(NC(=O)CCS(=O)(=O)c2nc(-c3cccs3)cc(C(F)(F)F)n2)s1	?	-9.8%	-2.0%	?	-12.0%	?	-99.4%[inhibitor]	0.5%
CC(=O)N1CCCc2cc(S(=O)(=O)Nc3ccc4c(c3)OCO4)ccc21	-14.6%	-1.8%	-5.4%	4.8%	-17.5%	?	-13.0%	-2.2%
O=C(O)C1CCCCC1C(=O)NC(c1ccccc1)c1ccccc1 (stereo not given)	/	17.3%	-10.0%	13.6%	-5.7%	/	/	/
O=C(NCc1ccco1)Nc1ccc(Br)cc1	4.0%	-4.7%	i	7.0%	-3.2%	3.4%	-12.9%	1.2%
COc1ccc(NC(=O)c2cccc(F)c2)cc1Cl	-6.1%	/	-28.9%	-3.7%	-21.9%	0.4%	?	-1.2%
Cc1cccc2cc3c(nc12)SC(=NCC1CCCO1)N(Cc1ccco1)C3 (stereo not given)	-8.2%	-5.8%	-2.5%	1.8%	?	4.47µM*	/	/
Cc1cc(NCc2ccc(F)cc2Cl)n2nnnc2n1	-2.7%	/	-23.1%	-5.8%	6.4%	?	-1.1%	3.1%
Cn1c(=O)c2ncn(CC(=O)N/N=C/c3ccco3)c2n(C)c1=O	-4.4%	-4.4%	-6.7%	-5.3%	0.0%	3.0%	8.8%	2.7%
CCCn1c(=O)c2ccccc2n2c(SCCOc3ccccc3)nnc12	0.4%	8.5%	-5.8%	-9.8%	-0.5%	5.7%	4.0%	-1.7%
O=C(CN1CCCCCC1)Nc1cccc([N+](=O)[O-])c1	27.6%[46 µM]	3.0%	i	7.1%	-5.7%	11.1%	1.3%	0.5%
c1ccc2c(c1)c1ccccc1n1c(-c3ccc4c(c3)OCO4)nnc21	3.5%	-2.2%	0.6%	3.0%	-14.2%	1.2%	/	/
O=C(NCc1ccc2c(c1)OCO2)c1cccc(Cl)c1	2.0%	0.5%	-6.3%	4.2%	3.3%	-4.8%	6.3%	0.0%
COc1ccc(S(=O)(=O)n2nc(C)cc2C)c(C)c1C	-13.7%	/	-20.0%	-0.2%	-7.2%	4.6%	-22.6%	2.6%

Nine structures from above, ordered by formula weight, high to low:
SMILES	LMNA splice mod	L3MBTL1 inh	RECQ1 inh	KDM4E inh	Tau ThT inhib	ALDH1A1 inh	SMN2 splice enh	Luc counter
Cc1cccc2cc3c(nc12)SC(=NCC1CCCO1)N(Cc1ccco1)C3 (stereo not given)	-8.2%	-5.8%	-2.5%	1.8%	?	4.47µM*	/	/
CCCn1c(=O)c2ccccc2n2c(SCCOc3ccccc3)nnc12	0.4%	8.5%	-5.8%	-9.8%	-0.5%	5.7%	4.0%	-1.7%
c1ccc2c(c1)c1ccccc1n1c(-c3ccc4c(c3)OCO4)nnc21	3.5%	-2.2%	0.6%	3.0%	-14.2%	1.2%	/	/
O=C(O)C1CCCCC1C(=O)NC(c1ccccc1)c1ccccc1 (stereo not given)	/	17.3%	-10.0%	13.6%	-5.7%	/	/	/
O=C(NCc1ccco1)Nc1ccc(Br)cc1	4.0%	-4.7%	i	7.0%	-3.2%	3.4%	-12.9%	1.2%
COc1ccc(S(=O)(=O)n2nc(C)cc2C)c(C)c1C	-13.7%	/	-20.0%	-0.2%	-7.2%	4.6%	-22.6%	2.6%
Cc1cc(NCc2ccc(F)cc2Cl)n2nnnc2n1	-2.7%	/	-23.1%	-5.8%	6.4%	?	-1.1%	3.1%
COc1ccc(NC(=O)c2cccc(F)c2)cc1Cl	-6.1%	/	-28.9%	-3.7%	-21.9%	0.4%	?	-1.2%
O=C(CN1CCCCCC1)Nc1cccc([N+](=O)[O-])c1	27.6%[46 µM]	3.0%	i	7.1%	-5.7%	11.1%	1.3%	0.5%

Later entries
SMILES	LMNA splice mod	L3MBTL1 inh	RECQ1 inh	KDM4E inh	Tau ThT inhib	ALDH1A1 inh	SMN2 splice enh	Luc counter
COc1ccc(OC)c(NC(=O)C2CCCN2C(=O)OCc2ccccc2)c1 (stereo not given)	18.3%	-3.6%	-11.3%	12.4%	11.8%	-12.2%	1.0%	-0.8%
O=C1CSc2ccc(C(=O)NCCC3=CCCCC3)cc2N1	9.7%	3.8%	-12.8%	-7.1%	-4.2%	6.9%	8.7%	-2.3%
O/N=C1/C2C3CC4C5C3C1C5C1(OCCO1)C42 (stereo not given)	-2.2%	22.9%	-9.3%	-9.2%	6.4%	-1.3%	2.4%	-2.2%
O=c1[nH]cnc2scc(-c3ccc(-c4ccccc4)cc3)c12	-0.5%	/	0.4%	-11.4%	11.4%	-1.2%	14.1µM*	-7.5%
CC(=O)c1ccc(NC(=O)/C(=C\c2cccs2)NC(=O)c2ccco2)cc1	/	1.6%	i	6.5%	-10.6%	7.4%	1.1%	-0.2%
CCOc1ccc(CC(=O)N2CCN=C2SCc2ccc([N+](=O)[O-])cc2)cc1	?	-10.8%	-4.3%	-3.6%	?	?	-30.2%[inhibitor]	2.3%
COc1ccc(-c2nc(-c3ccc(Br)o3)no2)cc1	1.1%	/	0.5%	3.8%	-12.6%	2.3%	10µM*	-5.7%
CCn1c(SCc2ccc([N+](=O)[O-])cc2)nnc1C(C)NC(=O)c1ccc(C)cc1 (stereo not given)	-2.1%	6.4%	3.3%	14.1%	-1.8%	12.1%	-14.4%	1.7%
Cc1ncn(C23CC4CC(CC(O)(C4)C2)C3)n1	2.5%	1.3%	10.8%	1.4%	-14.3%	4.9%	16.5%	-6.0%
O=C(NC(=S)Nc1ccc(N2CCOCC2)cc1)c1ccc2c(c1)OCCO2	?	-24.1%	2.1%	-5.1%	?	20µM*	-61.0%[inhibitor]	-1.0%
Cc1ccc(-n2c(N)c(C(=O)Nc3c(C)n(C)n(-c4ccccc4)c3=O)c3nc4ccccc4nc32)cc1	1.5%	1.3%	-3.3%	?	?	-3.0%	-0.3%	-2.3%
COc1cc(/C=N/Nc2nc(C)nc3c2cnn3-c2ccccc2)ccc1O	?	0.7%	-17.0%	?	?	-5.8%	-6.1%	-0.5%
COCCCNC(=O)C(C#N)c1nc2ccccc2nc1N1CCN(Cc2ccccc2)CC1 (stereo not given)	?	-2.7%	-4.4%	?	?	-11.4%	-6.5%	0.2%
CCC(c1nnnn1Cc1ccco1)N(CCc1ccccc1)Cc1cc2cccc(C)c2[nH]c1=O (stereo not given)	18.5%	-14.3%	-27.0%	?	?	7.94µM*	-3.5%	1.5%
CCOc1nc(Nc2cc(Cl)ccc2OC)nc(OCC)n1	-10.0%	8.3%	i	5.3%	-0.7%	5.8%	4.9%	-0.2%
COc1ccc(OC)c(CNC(=O)CCNC(=O)Cn2ccc3ccccc3c2=O)c1	-3.3%	-0.3%	-2.6%	-3.2%	1.2%	8.6%	-9.6%	-1.3%
CCOC(=O)N1CCN(Cc2nc3c(c(=O)[nH]c(=O)n3C)n2CCCc2ccccc2)CC1	-6.2%	1.3%	-0.3%	-4.0%	-7.4%	?	14.5%	-2.1%
CN(C)P(=NC(=O)COc1ccc(Cl)cc1Cl)(N(C)C)N(C)C	?	-0.2%	-6.7%	4.3%	-7.2%	-0.6%	-33.3%[inhibitor]	0.5%
COc1ccnc(CSC(N)=Nc2ccccc2OC)c1	5.3%	-5.5%	-13.0%	-0.1%	31.6µM*	25.1µM*	-2.5%	-3.5%
O=C(Nc1sc2c(c1C(=O)O)CCCC2)c1cccs1	?	-8.2%	i	-0.9%	?	-11.2%	?	-1.5%
COc1cc2c(cc1OC)C(Nc1ccccc1)=NC(C)(C)C2	-6.5%	9.7%	-1.8%	5.2%	-3.1%	5.2%	18.2%	-0.2%
CC(C)CCOc1ccc(Cl)cc1CN1CCOCC1	4.7%	/	-5.8%	-10.3%	-4.1%	4.4%	13.4%	18.2%
O=S(=O)(c1cc(Cl)cc(Cl)c1)N1CCCC1c1nc2ccccc2s1 (stereo not given)	-0.6%	17.5%	-8.0%	5.1%	-9.1%	-1.7%	-42.0%[inhibitor]	2.2%
CCCCN(CC)Cc1c(O)ccc2c3c(c(=O)oc12)CCC3	/	-1.2%	-2.8%	?	0.0%	/	/	/
CNC(=O)c1ccc(N(Cc2ccccc2C)S(C)(=O)=O)cc1	16.2%	-0.3%	-10.7%	9.9%	4.2%	5.4%	-6.5%	0.0%
CCN1CCN(Cc2nc(N)nc(Nc3ccc(C)c(C)c3)n2)CC1	-3.5%	/	2.8%	1.1%	-1.3%	-11.8%	22.4%	0.7%
